# HSP90 inh – inhibitors of HSP90 luciferase refolding in rabbit reticulocyte lysate. luciferase refolding luminescence, 3 h. inhibition, % at 5.6 µM. actives 0.91% (n = 290,000). AID 1789;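 active means inhibition above the screen-wide mean plus 3 SD, computed separately per campaign, cut at about 16% in these data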;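 further: 0% = DMSO wells and 100% = 60 µM geldanamycin wells; inhibitors lower the luminescence because luciferase stays unfolded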
# HSF-1 act – increases HSF-1 driven luciferase reporter signal | activation, % at 9 µM | AID 504408 | actives 1.7% (n = 300,000) | NIH3T3-HGL HSF-1 luciferase reporter, MG132, 8 h; 100% = twice DMSO control signal;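 active means mean replicate activation of at least 50% with a set share of replicates each reaching 50%; inconclusive means only one of those two conditions met; inactive means mean below 50% and too few replicates reaching it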;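 further: 0% = median of the neutral control wells and 100% = twice that signal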
# GSK3 alpha inh – blocks human GSK-3 alpha kinase | P49840 | ADP-Glo luminescence, 60 min | inhibition, % at 10 µM | actives 0.1% (n = 320,000) | AID 2650;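 in the data active means inhibition above about 50%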;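 further: GST-tagged GSK-3 alpha with peptide substrate and 25 µM ATP; 0% = DMSO neutral wells and 100% = GW8510 positive control wells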
# Target sequence (P49840 whole entry, looked up): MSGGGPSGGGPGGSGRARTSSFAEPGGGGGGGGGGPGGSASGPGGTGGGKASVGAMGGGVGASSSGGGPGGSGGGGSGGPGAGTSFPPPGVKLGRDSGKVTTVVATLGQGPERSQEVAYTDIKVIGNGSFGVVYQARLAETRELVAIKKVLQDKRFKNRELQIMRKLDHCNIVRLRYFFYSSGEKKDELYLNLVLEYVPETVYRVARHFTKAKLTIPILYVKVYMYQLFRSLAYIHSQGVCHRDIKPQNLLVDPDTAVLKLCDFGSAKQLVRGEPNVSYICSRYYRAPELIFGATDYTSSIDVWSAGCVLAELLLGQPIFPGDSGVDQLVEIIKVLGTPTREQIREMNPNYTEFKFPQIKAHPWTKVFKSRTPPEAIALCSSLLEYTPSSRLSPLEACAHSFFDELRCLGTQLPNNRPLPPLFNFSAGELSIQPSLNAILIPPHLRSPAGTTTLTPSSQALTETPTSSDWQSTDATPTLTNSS
# KLF5 inhibitor – kruppel-like factor 5 inhibition. actives 0.23% (n = 290,000). DLD-1 KLF5 promoter-luciferase reporter, luminescence. inhibition, % at 5 µM;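 active means inhibition above a per-plate limit of that plate's mean compound inhibition plus 3 SD, cut at about 60% in these data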;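 further: 0% = DMSO wells and 100% = LY294002 at 200 µM; higher means less KLF5 promoter-driven luciferase light; inactives centre near -14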
# GSK3B inh – blocks human GSK3beta kinase activity | P49841 | GST-GSK3beta kinase, ADP-Glo luminescence, 60 min; active compounds read low | activity score (negative = inhibition), % at 10 µM | actives 0.038% (n = 300,000) | AID 2097;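 active means more than half of replicate wells score below -50%, meaning over 50% inhibition versus plate controls; inconclusive means some replicates but at most half score below -50%; inactive means no replicate scores below -50%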;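 further: 0% = median DMSO wells and -100% = median GW8510 positive control wells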
# Target sequence (P49841 whole entry, looked up): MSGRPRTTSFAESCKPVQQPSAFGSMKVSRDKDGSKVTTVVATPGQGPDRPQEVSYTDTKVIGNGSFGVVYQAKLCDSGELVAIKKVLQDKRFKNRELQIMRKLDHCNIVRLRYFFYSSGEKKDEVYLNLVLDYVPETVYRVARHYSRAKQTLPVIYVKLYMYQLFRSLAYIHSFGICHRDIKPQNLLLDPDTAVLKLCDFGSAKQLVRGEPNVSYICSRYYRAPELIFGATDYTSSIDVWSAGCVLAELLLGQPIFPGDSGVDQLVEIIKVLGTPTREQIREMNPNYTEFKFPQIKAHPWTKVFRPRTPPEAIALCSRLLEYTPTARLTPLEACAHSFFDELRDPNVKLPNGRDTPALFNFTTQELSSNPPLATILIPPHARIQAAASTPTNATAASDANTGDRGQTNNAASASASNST
#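 Assay system: GST-tagged human GSK3beta kinase, cell-free; Input: 1.6 ng GSK3beta; Medium: Tris/MgCl2 kinase buffer; Timing: 60 min enzyme reaction, room temperature; Signal: ADP-Glo luminescence quantifying ADP generated by kinase; Evaluation: score relative to plate controls; Benchmarks: DMSO neutral wells and GW8510 at 20 µM as positive.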
# AI-2 QS mod – modulates the Vibrio harveyi AI-2 quorum sensing system; activity change, % at 7.5 µM; actives 0.4% (n = 300,000); Vibrio harveyi JMH597 AI-2 luminescence/OD600 ratio, 9 h; active compounds read low; strain lacks LuxN and CqsS sensors; 0 = neutral-control median; AID 2094; in the data active means activity change below about -75%, passing the limit was not always enough; inconclusive means no clear call, values can overlap the other calls;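 further: luminescence divided by OD600 gain over 9 h not by final OD600 alone; inactives centre near 13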
# HIF act – HIF pathway transcriptional activation; U2OS HRE-luciferase reporter, luminescence; normalized: DMSO 0%, desferrioxamine 100%; actives 0.32% (n = 300,000); activation, % at 7.5 µM (by protocol); AID 1910;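 active means mean activation of at least 10% of the iron chelator positive control signal, with at least half of replicates also reaching 10%; inconclusive means mean and replicate majority disagree about reaching 10%; inactive means mean and most replicates under 10%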
# aSyn UTR inh – MLPCN primary screen, SNCA 5' untranslated region | inhibition, % (tested at 7.5 µM) | actives 0.82% (n = 300,000) | AID 1813 | alpha-synuclein 5'UTR reporter, inhibitor activity; in the data active means inhibition above about 60%; inconclusive means no clear call, values can overlap the other calls;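 further: H4 neuroglioblastoma cells stably carrying SNCA 5'UTR luciferase fusion; 0% = DMSO wells and 100% = positive control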
# HSF1 inhib – HSF1 inhibition; NIH3T3-HGL HSE-luciferase, MG132-induced, luminescence 8 h; active compounds read low; activity change, negative = inhibition, % at 7.5 µM (by protocol); actives 0.77% (n = 300,000); AID 2098;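 active means more than half of replicate wells show activity change below -50%, luminescence cut by over half; inconclusive means some wells, but at most half, below -50%; inactive means no replicate well below -50%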;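 further: luciferase reports HSF-1 transcriptional activity via heat shock element; 0% = median of DMSO wells and -100% = zero luminescence signal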
# IEC-6 tox – counter-screen for KLF5 inhibitors: cytotoxicity in IEC-6 cells; IEC-6 cytotoxicity, luminescence viability; inhibition, % at 5 µM; actives 0.78% (n = 290,000); in the data active means inhibition above about 22%;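 further: 0% = plate median of test compound wells and 100% = cytotoxic reference compound wells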
# * hit, by the source's call; ? = inconclusive; . = not tested or not shown.
SMILES	HIF act	GSK3B inh	AI-2 QS mod	IEC-6 tox	HSP90 inh	KLF5 inhibitor	HSF1 inhib	HSF-1 act	GSK3 alpha inh	aSyn UTR inh
O=C(CN1C(=O)S/C(=C\c2ccccc2F)C1=O)NC1C=CS(=O)(=O)C1 (centres undefined)	-0.4	-4	0	4	4	-26	-3	-9	3	-53
Cc1c(NC(=O)CSc2ccccc2C(=O)Nc2cccnc2)c(=O)n(-c2ccccc2)n1C	0.2	-2	13	2	-3	-13	-3	4	-1	2
O=C(NC1CCN(S(=O)(=O)c2ccccc2)CC1)c1ccc(F)cc1	0.7	2	4	1	1	-23	-8	-7	-1	2
CCC1=NN2C(=N)/C(=C/c3cc(C)n(Cc4ccccc4)c3C)C(=O)N=C2S1	-1.1	-5	28	1	4	-12	-2	-2	-2	11
COc1ccc(C(C)=O)cc1CC(=O)Nc1ccc2c(c1)CCC2	0.0	0	18	4	8	2	10	24	11	11
Cc1cc(N(C)C)cc(C)[n+]1[O-]	-0.2	0	19	-6	0	6	-1	7	.	4
COc1ccc(NC(=O)/C(N=Nc2cc(S(=O)(=O)Nc3ccc(OC)cc3)ccc2OC)=C(\C)O)cc1	-0.6	-5	29	4	2	5	-2	6	-1	-8
COc1cccc2c1OCC(C(=O)Nc1nccs1)=C2	2.2	-2	-5	0	2	-162	13	44	-1	-122
Cc1ccc(NS(=O)(=O)c2c(C(=O)N3CCCCCC3)c(C)n(C)c2C)cc1C	.	1	10	-1	1	2	-3	-5	.	6
C=CCN(Cc1nc(-c2ccc(OC)cc2)no1)C(=O)c1ccc2c(c1)OCO2	-0.1	2	13	-11	0	-16	-1	7	-1	7
O=C(Nc1ccon1)c1cccc(C(F)(F)F)c1	0.2	-1	-1	-1	3	-20	8	40	-2	5
Cc1ncsc1C(=O)N1CCCC(CNS(=O)(=O)c2cccs2)C1 (centres undefined)	-0.5	0	15	4	0	-1	0	-5	0	-11
COc1ccc(CCNC(=O)C23CCC(C)(C(=O)O2)C3(C)C)cc1OC (centres undefined)	-0.6	3	22	-4	-2	-23	-3	-7	-3	9
CC(=O)NC(CC(=O)N(C)C1CCCCC1)c1ccccc1 (centres undefined)	1.2	0	12	-6	-1	14	-5	11	-1	-2
CN(C)S(=O)(=O)c1ccc2c(c1)nc(CCC(=O)Nc1ccc(N3CCOCC3)cc1)n2C	0.1	3	16	-4	0	-12	-3	-9	-1	4
N#CC(c1cccc(Cl)c1)c1ncc(C(F)(F)F)cc1Cl (centres undefined)	2.0	1	4	4	2	-12	6	6	2	14
CS(=O)(=O)N(CC(=O)NCc1ccccc1Cl)Cc1ccccc1	0.2	1	4	8	4	26	-5	-1	3	9
COc1cc(NC(=O)C2CC(c3ccc(Cl)cc3)=NO2)cc(OC)c1OC (centres undefined)	0.3	.	.	4	0	-26	6	4	-1	12
CC(=O)c1cccc(NC(=O)c2ccc(NS(C)(=O)=O)cc2)c1	0.3	-3	17	2	2	-34	-6	-16	0	-5
CC(C)CN(CCNC(=O)CN1C(=O)COc2ccc(S(=O)(=O)N3CCOCC3)cc21)CC(C)C	0.2	4	6	0	-2	-27	2	18	-2	-6
Cc1ccc(NS(=O)(=O)c2ccc3c(c2)NC(=O)CCS3)c(Cl)c1	-0.5	4	19	-6	-2	-6	10	1	-1	1
COCCN(Cc1cc2cc(C)c(C)cc2nc1Cl)C(=O)N1CCOCC1	-0.1	5	16	4	5	-1	0	-3	7	-1
Cc1cccc(NC(=O)c2csnn2)n1	0.0	-3	19	-3	0	-17	-1	6	-4	-21
CCOC(=O)c1sc(NC(=O)CSc2n[nH]c(-c3ccccc3)n2)c(C#N)c1C	0.7	2	15	0	2	10	?	-59	2	-4
CCCCOC(=O)Nc1nnc(C(C)C)s1	2.1	5	-1	6	0	-110	3	26	-3	-127

# New compounds follow
SMILES	HIF act	GSK3B inh	AI-2 QS mod	IEC-6 tox	HSP90 inh	KLF5 inhibitor	HSF1 inhib	HSF-1 act	GSK3 alpha inh	aSyn UTR inh
CCOC(=O)N1CCC(NC(=O)c2cc(COc3ccccc3SC)on2)CC1	0.9	1	10	-8	-8	-22	5	3	0	-7
Cc1cc(/C=C2\SC(=S)NC2=O)c(C)n1C	-0.1	-15	28	-12	-1	-9	-4	9	11	-4
CCOc1ccc(S(=O)(=O)N2CCCCC2)cc1NC(=O)CN1C(=O)NC(C)(c2ccc(C)cc2)C1=O (centres undefined)	-0.2	-1	12	.	.	.	31	47	0	-17
CC1(C)CC(=O)C2=C(C1)OC(c1ccc(O)cc1)C(C#N)=C2N (centres undefined)	-0.4	0	10	8	-8	-2	7	-3	0	9
COC(=O)C1=C(C)N(c2ccc(OC)cc2)C(C)=C(C(=O)OC)C1c1ccc(OC)cc1	-0.1	4	20	-1	-2	-5	6	30	-4	0
Cc1cc(=O)n2ncnc2n1COCCO	-0.4	1	26	1	9	3	-4	11	1	-5
Nc1c(Cl)ncnc1N1CCOCC1	0.1	-3	16	-1	-1	8	1	-9	-1	-18
CCOc1ccc(S(=O)(=O)N2CCCCC2)cc1NC(=O)C1=COCCO1	0.1	-4	19	.	.	.	-7	0	-5	-9
CC(C)CNC(=O)CC(=O)N/N=C/c1cccs1	1.2	0	9	-2	-1	-17	0	8	0	7
C#CC(C)(CC)NC(=O)c1cc2nc(C3CC3)cc(C(F)(F)F)n2n1 (centres undefined)	1.2	3	8	-2	4	-46	-5	-1	0	-6
CC1CCN(c2nc(-c3ccncc3)nc3ccccc23)CC1	-0.5	-1	27	-3	4	8	-38	-50	3	43
O=C(CSc1cn(CCNC(=O)c2cccs2)c2ccccc12)NCC1CCCO1 (centres undefined)	0.4	-4	17	-1	1	-3	-7	-16	0	-9
CCN(Cc1ccncc1)C(=O)c1cc(Br)cc(Br)c1O	0.0	1	23	-3	8	-8	11	51*	0	7
O=C(c1ccc(N2CCCC2=O)cc1)N1CCN(c2ccc(Cl)cc2)CC1	-0.5	-1	13	-4	-6	-36	5	4	-1	-3
CCOC(=O)C1CCN(S(=O)(=O)c2ccc(C(=O)OC)cc2)CC1	.	1	32	-1	-3	7	-1	-8	-1	27
CCN(CC)P(=O)(/C(Cl)=C\Nc1c(C)n(C)n(-c2ccccc2)c1=O)N(CC)CC	0.1	1	23	4	0	6	-1	10	0	5
Cc1cc(C)c(NC(=O)C2CC(=O)N(C(C)C)C2)c(C)c1 (centres undefined)	-0.3	0	16	-2	-3	-58	5	-6	-2	9
Cc1ccc2nc(CCc3nc4ccc(C)cc4[nH]3)[nH]c2c1	1.5	0	-4	20	3	-19	-2	2	-1	1
Cc1ccc(NC(=O)c2cnc3ccccc3n2)cc1C	2.9	0	15	-1	-5	-93	23	62*	0	-96
Cc1cc(CN(C)C(=O)CCc2nnc(Cc3cccc(C(F)(F)F)c3)o2)on1	3.8	1	-7	1	4	-24	11	30	-2	-79
CN(C)CCCOC(=O)c1cc2ccccc2o1	0.0	0	5	3	4	3	-3	10	-1	-3
O=C1CSC2(N1)C1CC3CC(C1)CC2C3 (centres undefined)	-0.2	0	22	-4	0	2	8	45	-1	-3
CC(C)CCC(O)(CCC(C)C)C(=O)NN1CCCCC1	-0.6	-24	10	-4	0	-14	-7	-13	3	20
COCCCNC(=S)Nc1ccc(N2CCCCC2)cc1	4.3	2	11	-1	-3	-25	18	27	-1	-49
COC(=O)C(Cc1csc2ccc(Cl)cc12)NC(=O)c1ccc(Cl)cc1 (centres undefined)	-0.8	3	0	-2	3	-14	32	6	-2	-11

# (further entries)
SMILES	HIF act	GSK3B inh	AI-2 QS mod	IEC-6 tox	HSP90 inh	KLF5 inhibitor	HSF1 inhib	HSF-1 act	GSK3 alpha inh	aSyn UTR inh
CC1(C)CCCC2=C1CC1C(=O)N(O)C(=O)C1C2 (centres undefined)	-0.4	4	34	-2	0	2	1	-8	-2	0
O=C1OCCC1Sc1nc2ccccc2n1Cc1ccccc1 (centres undefined)	-1.1	2	5	-5	-2	-45	-3	-15	-1	12
COc1cc(C)ccc1N(CCCN1C(=O)c2cccc3cccc(c23)C1=O)C(=O)c1cccs1	-0.6	-1	7	-2	-2	-50	-5	-2	0	20
COc1ccccc1CNC(=O)CN1CCN(Cc2ccc(Cl)cc2)C1=O	-0.2	0	15	-7	-4	-49	1	-6	.	25
Cc1ccccc1NC(=O)c1cc2c(C)nc3ccccc3c2o1	0.0	-3	13	-1	0	7	-1	-8	.	8
COc1ccc(Cc2nnc(NC(=O)Nc3ccccc3)s2)cc1OC	-0.9	2	7	-5	-1	-5	1	2	-1	12
COc1cc(NC(=O)CSc2nnc(-c3cc(C)on3)o2)cc(OC)c1	1.8	.	.	-12	2	-2	3	7	1	-14
C/C(CC(=O)Nc1cc(C)ccn1)=N\NC(=O)c1ccc(C(C)(C)C)cc1	0.6	.	.	-3	5	-22	-13	1	-2	-1
CCOC(=O)[C@H]1NN=C(C(=O)OC)[C@@H]1c1ccccc1	0.5	1	27	0	1	-6	0	-22	-1	-23
Cn1nc(C(=O)N2CCOCC2)c2ccccc2c1=O	-0.6	2	15	1	2	14	-11	11	-2	-3
CC1(NC(=O)C2CCCCC2)CCS(=O)(=O)C1 (centres undefined)	0.5	-1	27	4	2	-17	-6	-23	-1	-15
Cc1cccc(-c2noc(CN(C)C(=O)c3ccco3)n2)c1	0.7	0	17	3	5	-27	0	-7	6	-65
CCCCn1c(NCc2ccc(N(C)C)cc2)nc2ccccc21	-0.1	0	11	-7	0	-13	1	-2	1	15
CC(=O)N/C(=C\c1ccccc1)C(=O)OCC(=O)N1CCCCCC1	-0.1	0	22	-4	-1	11	-4	8	-2	-22
CC(=O)NC1C(=O)N(CCN2CCOCC2)c2ccc(C)cc21 (centres undefined)	-3.6	3	30	-8	2	-15	-4	1	-5	15
COCCNC(=O)C(OC(=O)c1cccs1)c1ccccc1 (centres undefined)	0.2	-4	26	-5	0	-3	-55*	-63	-3	-8
Cn1c(SCc2nc3ccccc3s2)nnc1-c1cccs1	1.9	0	14	1	5	-102	31	47	-1	-67
Cc1c(Cc2ccccc2)c(=O)oc2c(C)c(OCC(=O)N[C@@H](Cc3ccccc3)C(=O)O)ccc12	0.0	4	18	-6	-2	-10	-4	0	-4	22
Cc1ccc(C(N)=O)cc1S(=O)(=O)Nc1cccc(C)c1C	-0.1	0	6	1	-1	-16	-6	-6	-2	23
CCOC(=O)Cc1csc(NC(=O)COc2ccccc2OCC)n1	-0.2	5	23	-8	3	4	-2	5	-1	2
COc1cc(CNn2cn[nH]c2=S)cc(Cl)c1OCc1ccc(F)cc1	0.2	-1	16	3	3	-16	0	0	-2	9

# Source: PubChem
